# PRMT1 FP inh: blocks human protein arginine methyltransferase 1; Q99873; inhibition, % at 2.79 µM; 1.3% of 370,000 active; AID 652257; recombinant PRMT1, activity-based probe fluorescence polarization;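 active = inhibition above about 21% made by adding two undisclosed values, limit read from the data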
# proKLK7 act: activates the human kallikrein-7 zymogen. P49862. purified proKLK7, EDANS-DABCYL substrate fluorescence; 100% is mature enzyme control, 0% vehicle. activation, % at 7 µM. 0.9% of 370,000 active. AID 652039;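 active = activation above the mean of all tested compounds plus 3 SD, computed per campaign excluding outliers beyond control limits, cut at about 13% in these data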
# Target sequence (P49862 whole entry, looked up): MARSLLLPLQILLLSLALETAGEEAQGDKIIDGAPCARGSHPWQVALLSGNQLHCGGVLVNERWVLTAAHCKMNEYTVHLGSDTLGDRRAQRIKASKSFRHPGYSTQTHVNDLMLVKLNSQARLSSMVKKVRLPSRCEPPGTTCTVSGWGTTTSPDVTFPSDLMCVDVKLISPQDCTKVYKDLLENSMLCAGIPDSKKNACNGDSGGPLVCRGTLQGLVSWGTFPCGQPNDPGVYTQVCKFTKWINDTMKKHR
# TDP2 absorb: blocks human TDP2 phosphodiesterase activity | O95551 | recombinant TDP2, T5PNP hydrolysis, p-nitrophenol absorbance 415 nm | inhibition, % at 12.8 µM | 0.34% of 370,000 active | AID 720702;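 active = inhibition above the mean of all tested compounds plus 3 SD, set per campaign, cut at about 25% in these data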;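 note: 0% = DMSO with enzyme and 100% = buffer with substrate but no TDP2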
# Target sequence (O95551 whole entry, looked up): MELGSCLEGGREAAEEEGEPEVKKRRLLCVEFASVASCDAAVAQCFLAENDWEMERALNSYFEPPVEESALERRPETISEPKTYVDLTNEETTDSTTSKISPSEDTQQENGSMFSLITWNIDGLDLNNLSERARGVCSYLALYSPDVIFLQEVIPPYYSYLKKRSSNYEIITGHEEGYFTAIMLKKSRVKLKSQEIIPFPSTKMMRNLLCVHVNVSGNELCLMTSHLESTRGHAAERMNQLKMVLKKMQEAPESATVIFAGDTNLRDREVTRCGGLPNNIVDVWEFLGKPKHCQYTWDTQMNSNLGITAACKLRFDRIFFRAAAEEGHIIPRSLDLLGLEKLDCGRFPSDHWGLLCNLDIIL
#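 Evaluation: % inhibition relative to enzyme-containing and enzyme-free wells. Material: recombinant human TDP2. Benchmarks: enzyme-free and DMSO wells. Timing: enzyme reaction with compound for 2 h at 37 °C. Compound dosing: 12.8 µM only. Measured by: p-Nitrophenol epi absorbance. Reagent: T5PNP substrate at 5 mM, a TopII-DNA adduct mimic. Replication: single well per compound.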
# DDE Tn7 FP inh: DD(E)-Tn7 binding inhibition, primary FP screen | inhibition, % at 8.3 µM | FP displacement of FITC-Tn7 peptide from fibrin DD(E); 0% = median of compound wells per plate | 0.13% of 370,000 active | AID 720508;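 active = inhibition above the mean of compounds falling within the control limits plus 3 SD of them, cut at about 14% in these data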;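 note: 0% = plate median of compound wells and 100% = 10 µM Aha-Tn7 peptide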
#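 Test system – human fibrin DD(E) · Times – 10 min preincubation, 3 h with tracer, room temperature · Detection – fluorescence polarization of the labelled Tn7 tracer · Measure – percent inhibition normalized to high-control wells · Benchmarks – high control wells with 10 µM unlabelled Aha-Tn7 peptide (full inhibition) · Repeats – singlicate testing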
# TCR-CD3 inh: blocks the human TCR-CD3 interaction; TAMRA-labeled TCR probe fluorescence, biochemical; inhibition, % at 9.4 µM; 0.37% of 360,000 active; in the data active = inhibition above about 19%;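 note: recombinant mutant TCR 2C K166C tagged with TAMRA read by polarization; 0% = receptor in buffer alone and 100% = receptor with positive control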
# UHRF1 binding: blocks human UHRF1 binding to methylated DNA; 0.75% of 370,000 active; UHRF1 binding to methylated oligo, TR-FRET; Q96T88; AID 687016; inhibition, % at 4.4 µM; in the data active = inhibition above about 21%;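 note: UHRF1 SRA domain binding a hemimethylated CpG hairpin DNA probe; 0% = median of test compound wells and 100% = reference inhibitor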
# MBD2 DNA inh: MBD2-methylated oligo binding inhibition; AID 686964; TR-FRET, MBD2 binding to methylated oligonucleotide; Q9UBB5; inhibition, % at 4.4 µM; 0.31% of 370,000 active; in the data active = inhibition above about 13%
# Target sequence (Q9UBB5 whole entry, looked up): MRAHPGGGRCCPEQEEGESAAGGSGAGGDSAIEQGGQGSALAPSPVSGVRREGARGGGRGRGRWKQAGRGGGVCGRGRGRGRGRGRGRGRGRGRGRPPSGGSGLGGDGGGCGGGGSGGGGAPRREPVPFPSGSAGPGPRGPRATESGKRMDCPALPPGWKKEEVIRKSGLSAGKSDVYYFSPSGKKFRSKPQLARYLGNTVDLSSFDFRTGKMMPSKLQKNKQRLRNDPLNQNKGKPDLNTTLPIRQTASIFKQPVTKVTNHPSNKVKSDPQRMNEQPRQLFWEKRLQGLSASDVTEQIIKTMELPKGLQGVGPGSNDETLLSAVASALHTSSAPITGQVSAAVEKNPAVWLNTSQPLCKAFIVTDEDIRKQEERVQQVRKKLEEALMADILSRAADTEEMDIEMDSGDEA
# SIAE primary: blocks human sialic acid acetylesterase; Q9HAT2; SIAE FP-Rh probe binding, fluorescence polarization; inhibition, % at 9.66 µM; 0.69% of 370,000 active; AID 1053197;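 active = inhibition above a cutoff: mean of compounds within the control limits plus 3 SD of those, cut at about 17% in these data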;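 note: 0% = plate median of compound wells and 100% = probe without SIAE protein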
# LEDGF integ inh: blocks HIV-1 LEDGF/p75-dependent DNA integration. TR-FRET IN-LEDGF/p75 DNA integration, Eu/Cy5. inhibition, % at 3.7 µM. 0.64% of 370,000 active;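 active = inhibition above the screen-wide mean plus 3 SD, cut at about 13% in these data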;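 note: signal is the Cy5 over europium emission ratio at 671 and 618 nm; 0% = plate median of compound wells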
# DDE Tn6 FP inh: disrupts Tn6 cyclic peptide binding to fibrin D-Dimer-E complex; Fibrin DD(E) TRITC-Tn6 fluorescence polarization displacement; P02675; inhibition, % at 8.3 µM; 0.21% of 370,000 active;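 active = inhibition above a per-campaign cutoff: mean of compounds within control limits plus 3 SD, cut at about 15% in these data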;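 note: 0% = median of all compound wells on the plate and 100% = blocking peptide control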
# * = called active by the depositor; nt = no result given.
SMILES,PRMT1 FP inh,proKLK7 act,TDP2 absorb,DDE Tn7 FP inh,TCR-CD3 inh,UHRF1 binding,MBD2 DNA inh,SIAE primary,LEDGF integ inh,DDE Tn6 FP inh
O=C(NC1CCCCC1)c1ccc(S(=O)(=O)NCc2cccnc2)cc1,0,0.3,-8,1,-2,5,-2,-3,-3,1
CCc1sc(C(=O)NCc2ccco2)cc1Br,1,0.2,-14,-3,-3,26*,2,-10,13,2
COc1ccccc1CNc1ncnc2cc(Cl)ccc12,-1,-0.3,-4,10,8,1,-4,-4,-1,3
CCOc1ccccc1/C=C(/NC(=O)c1ccccc1)C(=O)NC(C)c1ccccc1 (configuration not stated),-2,-0.4,5,-1,1,0,1,2,-1,-11
CC(OC(=O)Cc1n[nH]c(=O)c2ccccc12)C(=O)N(C)c1ccccc1 (configuration not stated),-2,-0.3,-6,-1,-3,1,-7,5,3,-9
Nn1c(SCC(=O)N2CCN(S(=O)(=O)c3ccc(Cl)cc3)CC2)nnc1-c1cccs1,1,0.5,2,6,-3,-1,1,-2,-1,-2
COCCn1c(SCC(=O)N(C)C2CCS(=O)(=O)C2)nc2ccccc2c1=O (configuration not stated),3,-0.1,-13,2,-2,5,1,-2,-5,-12
COC(=O)COc1cccc(NC(=O)c2cc(OC)cc(OC)c2)c1,-3,-0.1,14,0,6,0,0,-5,-2,2
CCOC(=O)c1cnn2c(C(F)(F)F)cc(-c3ccccc3)nc12,1,19*,3,-8,7,-3,-1,5,2,-2
CC(=O)c1cc(-c2ccc([N+](=O)[O-])cc2)c(=O)n2c1CCC2,-2,0.2,5,1,nt,2,1,2,1,-7
COc1ccc(C2C(=O)c3ccccc3C2=O)cc1,-2,-0.1,-1,1,2,-2,-4,3,0,0
N#Cc1c(NC(=O)CSc2nnc(-c3ccccc3O)n2-c2ccccc2)sc2c1CCCC2,2,0.0,3,2,6,-2,4,-5,0,5
Cc1cc(C(=O)Nc2nnc(C(F)(F)F)s2)no1,-2,0.1,-7,8,3,0,-7,2,-3,7
COc1ccc(N(CC(=O)NCCSCc2ccco2)S(=O)(=O)c2ccccc2)cc1Cl,4,0.3,12,-4,-2,0,7,-4,-1,2
COc1ccc(N(C(=O)Cn2nnc(-c3ccc(F)cc3)n2)C(C)C(=O)NC2CCCC2)cc1OC (configuration not stated),3,0.3,-17,2,-6,1,1,0,-6,-4

# Record cards, as listed above. Screens in order: PRMT1 FP inh | proKLK7 act | TDP2 absorb | DDE Tn7 FP inh | TCR-CD3 inh | UHRF1 binding | MBD2 DNA inh | SIAE primary | LEDGF integ inh | DDE Tn6 FP inh
# Profile of `COc1ccccc1CNc1ncnc2cc(Cl)ccc12` = -1 | -0.3 | -4 | 10 | 8 | 1 | -4 | -4 | -1 | 3
# Profile of `COc1ccc(N(C(=O)Cn2nnc(-c3ccc(F)cc3)n2)C(C)C(=O)NC2CCCC2)cc1OC` (configuration not stated) = 3 | 0.3 | -17 | 2 | -6 | 1 | 1 | 0 | -6 | -4
# Profile of `Nn1c(SCC(=O)N2CCN(S(=O)(=O)c3ccc(Cl)cc3)CC2)nnc1-c1cccs1` = 1 | 0.5 | 2 | 6 | -3 | -1 | 1 | -2 | -1 | -2
# Profile of `O=C(NC1CCCCC1)c1ccc(S(=O)(=O)NCc2cccnc2)cc1` = 0 | 0.3 | -8 | 1 | -2 | 5 | -2 | -3 | -3 | 1
# Profile of `Cc1cc(C(=O)Nc2nnc(C(F)(F)F)s2)no1` = -2 | 0.1 | -7 | 8 | 3 | 0 | -7 | 2 | -3 | 7

# Next compounds:
SMILES,PRMT1 FP inh,proKLK7 act,TDP2 absorb,DDE Tn7 FP inh,TCR-CD3 inh,UHRF1 binding,MBD2 DNA inh,SIAE primary,LEDGF integ inh,DDE Tn6 FP inh
C=CCOC(=O)/C(=C\C=C\c1ccccc1)NC(=O)c1ccccc1,-2,0.2,6,-6,-1,3,-3,-3,3,0
COc1cc(C(=O)OCC(=O)Nc2c(F)cccc2F)cc(OC)c1C,1,0.2,-2,5,5,1,-1,-6,1,-5
O=C(c1cccc(-n2cnnn2)c1)N1CCOCC1,-4,0.0,1,-5,3,-3,4,3,3,-5
Cc1cc(-c2nc3ncccc3o2)ccc1NC(=O)c1ccc([N+](=O)[O-])o1,14,0.1,-3,3,-2,-2,1,0,3,5
CCOC(=O)c1ccc(Nc2cc(C)nc(-c3ccccc3O)n2)cc1,0,-2.9,-1,3,6,1,-5,-24,-2,-9
Cc1cccc(NC(=O)CSCC(=O)Nc2ccc(S(=O)(=O)N3CCOCC3)cc2)c1,-3,0.3,-3,-3,0,-4,4,4,0,-4
Cc1cc(C)cc(NC(=O)CSc2nnc(-c3ccccc3C)o2)c1,-2,0.0,7,7,5,3,-1,-3,0,-2
COc1ccc(N2CCN(C(=O)c3cccc(Cn4cc(Cl)cn4)c3)CC2)cc1,3,0.1,-14,-4,-4,9,4,1,-2,-5
CCOc1ccc(C(=S)N2CCCC2)cc1OC,1,-0.1,1,-3,4,1,2,3,-2,0
O=S(=O)(c1ccccc1)c1cnc2ccccc2c1,3,-0.8,0,-4,6,-2,2,4,-3,0
COc1ccc(-n2nc3c(c2NC(C)=O)CS(=O)(=O)C3)cc1,8,0.2,-6,2,-8,1,4,0,4,-3
CCN(CC)c1ccc(C2C3CCCCC3(O)CCN2C(=O)c2cccs2)cc1 (configuration not stated),-3,0.8,-2,-3,-2,0,6,3,-1,-2
CCOc1ccc2nc(NC(=O)Cn3[nH]c(=O)c4ccccc4c3=O)sc2c1,4,-0.4,1,2,0,1,1,-20,2,-5
COc1ccc(NC(=O)Cn2nnc(C(=O)NCc3cccc(OC)c3)c2N)cc1,-1,0.2,-5,2,-6,3,1,1,3,-2
CC1(C)CC(=O)C2=C(C1)NC(=O)NC2c1ccc(Cl)cc1 (configuration not stated),2,-0.1,6,4,4,-2,-3,3,2,6
CC1CC(=O)C2=C(C1)Nc1ccccc1N(C(=O)COc1ccccc1)C2c1ccco1 (configuration not stated),2,-0.1,1,-2,8,2,-2,-1,2,-3
CCC(C)n1c(SCC(=O)Nc2ccccc2C(F)(F)F)nc2ccsc2c1=O (configuration not stated),-3,-0.7,-4,-3,-3,-3,-2,-12,1,1
CCn1cc(C2CC(=O)NC2=O)c2ccccc21 (configuration not stated),-1,0.6,-2,-1,2,1,1,0,5,3
Cc1ccc2c(c1)C(C)CC(C)(C)N2C(=O)NC1CCCCC1 (configuration not stated),-4,0.6,6,6,5,-1,-10,3,2,3
CC(CCc1ccccc1)NS(=O)(=O)c1ccc(Cl)c(C(=O)O)c1 (configuration not stated),2,-0.1,8,-7,8,1,-7,0,7,3
CCNc1nc(N)c(C(=O)c2ccc(Cl)s2)s1,1,-1.0,-1,4,-2,-4,-1,1,-1,-7
CC(C)(C)c1ccc(O)c(/C=N\O)c1,2,-11,-6,5,3,2,-2,13,2,-2
COc1ccc(N2C(=O)c3cccc4cc(Br)cc(c34)C2=O)cc1,0,-0.3,7,-2,6,-2,-5,8,3,1
CC(=O)Nc1ccc(CNc2nc(NC(C)C)nc3cc(-c4ccccc4)sc23)cc1,-6,-4.7,-3,-5,3,-1,0,55*,0,-2
CN(Cc1ccccc1)C(=O)COC(=O)COc1ccc(Cl)cc1,4,-0.5,3,11,-4,1,6,-3,4,-2
COc1ccc(NS(=O)(=O)c2ccc(NC(=O)CCNS(=O)(=O)c3ccc(C)cc3)cc2)cc1,1,0.7,0,-3,0,-3,-2,-15,-3,-2
O=C1c2cccnc2C(O)N1Cc1ccc(F)cc1 (configuration not stated),1,0.2,-6,1,0,0,-5,10,8,0
O=C(Nc1ccn(CCCNCC2CCCCC2)c(=O)n1)OCc1ccccc1,-2,0.1,0,3,1,0,2,9,-2,4
CCn1cc(CN2CCN(Cc3cccc(OC)c3)C(CCO)C2)c(C)n1 (configuration not stated),-1,0.0,-4,2,7,2,0,0,1,-8
Cn1nc(C(=O)NCc2ccccc2Cl)c2c1-c1ccccc1S(=O)(=O)C2,2,0.0,2,0,-2,2,-6,-4,4,6
CCN(CC(=O)Nc1ccccc1C(F)(F)F)C(=O)C1CC(=O)N(Cc2ccccc2)C1 (configuration not stated),-3,-0.6,1,13,4,0,-1,5,-3,0
CC(=O)NCCc1nc2cc(NC(=O)c3ccc([N+](=O)[O-])cc3)ccc2n1C,1,-0.1,22,4,1,0,-1,-5,-1,4
CS(=O)(=O)N(CC(=O)NCCc1ccccc1)c1cccc([N+](=O)[O-])c1,-1,-0.4,-1,5,-6,-3,1,2,4,9
Cc1ccc2oc(C(=O)N(C)CCC(O)c3ccccc3)c(C)c2c1 (configuration not stated),0,-0.3,-1,-4,-7,4,-1,0,4,13
Cc1nn(-c2ccccc2)c2nc(N)c(C(N)=O)cc12,-3,14*,-5,6,1,1,8,9,-1,4
CCn1cc(CN2CCC(n3nccc3NC(=O)CCc3ccccc3)CC2)cn1,-3,-0.2,1,-1,4,2,-3,3,1,-4
CC1(C)OC(=O)NC1c1ccccc1 (configuration not stated),2,-0.1,6,-1,-2,-1,0,5,2,-3
COc1ccc(-c2oc(=O)c3cc(OC)c(OC)cc3c2C(F)(F)F)cc1,0,-0.4,-3,-9,-3,0,-1,0,0,-8
COc1ccccc1NC(=O)CSc1nnnn1-c1ccc(C)cc1,0,-0.3,4,0,-4,0,-5,10,3,5
CC(=O)c1cccc(NC(=O)CNC(=O)Cc2cccc3ccccc23)c1,1,-0.1,5,4,8,0,0,-3,-6,1
Cc1cccc(-c2nc(NCCCN(C)C)c3ccccc3n2)c1,7,0.0,-10,-5,-4,5,1,0,-6,-7
O=C(N/C(=C\c1ccccc1)C(=O)N1CCCCC1)c1ccco1,-1,-0.2,-3,7,2,-2,4,2,-1,-2
CCOC(=O)C1CCN(Cc2c(F)cccc2Cl)CC1,-2,-0.4,7,-4,3,-6,-1,1,6,-2
CC(=O)[C@@H]1[C@@H](C(=O)c2ccccc2)[C@]2(C(=O)Nc3ccccc32)[C@H]2C=Cc3cc(F)ccc3N12,6,0.2,-12,-10,-7,5,2,6,5,-9
CC(NC(=O)Nc1ccccc1)C(c1cccs1)N1CCN(C)CC1 (configuration not stated),-2,0.3,8,-6,-7,2,0,-5,-1,-2
c1cc2c(c(CC3CO3)c1CC1CO1)OCCOCCOCCOCCO2 (configuration not stated),1,-0.4,-7,-5,9,1,0,-8,3,-4
CCn1c(=O)c(C(=O)CN2CC(C)OC(C)C2)c(N)n(Cc2ccccc2)c1=O (configuration not stated),-1,-0.3,3,4,-12,0,-7,-4,1,7

# 2 of the compounds above, with two lines to a compound:
# Second line of a record – PRMT1 FP inh | proKLK7 act | TDP2 absorb | DDE Tn7 FP inh | TCR-CD3 inh | UHRF1 binding | MBD2 DNA inh | SIAE primary | LEDGF integ inh | DDE Tn6 FP inh
CC(=O)[C@@H]1[C@@H](C(=O)c2ccccc2)[C@]2(C(=O)Nc3ccccc32)[C@H]2C=Cc3cc(F)ccc3N12
  6 | 0.2 | -12 | -10 | -7 | 5 | 2 | 6 | 5 | -9
CC(NC(=O)Nc1ccccc1)C(c1cccs1)N1CCN(C)CC1 (configuration not stated)
  -2 | 0.3 | 8 | -6 | -7 | 2 | 0 | -5 | -1 | -2
